GLS inhibitor: glutaminase GLS (human) inhibition; O94925; GLS enzymatic activity, qHTS titration; Potency, µM (series often up to 45.5 µM), inactives show at the top dose activity change, negative = inhibition, actives largely listed as inhibitors; actives 0.21% (n = 410,000); AID 624170; active = well fitted inhibition curve with a large enough effect
Target sequence (O94925 whole entry, looked up): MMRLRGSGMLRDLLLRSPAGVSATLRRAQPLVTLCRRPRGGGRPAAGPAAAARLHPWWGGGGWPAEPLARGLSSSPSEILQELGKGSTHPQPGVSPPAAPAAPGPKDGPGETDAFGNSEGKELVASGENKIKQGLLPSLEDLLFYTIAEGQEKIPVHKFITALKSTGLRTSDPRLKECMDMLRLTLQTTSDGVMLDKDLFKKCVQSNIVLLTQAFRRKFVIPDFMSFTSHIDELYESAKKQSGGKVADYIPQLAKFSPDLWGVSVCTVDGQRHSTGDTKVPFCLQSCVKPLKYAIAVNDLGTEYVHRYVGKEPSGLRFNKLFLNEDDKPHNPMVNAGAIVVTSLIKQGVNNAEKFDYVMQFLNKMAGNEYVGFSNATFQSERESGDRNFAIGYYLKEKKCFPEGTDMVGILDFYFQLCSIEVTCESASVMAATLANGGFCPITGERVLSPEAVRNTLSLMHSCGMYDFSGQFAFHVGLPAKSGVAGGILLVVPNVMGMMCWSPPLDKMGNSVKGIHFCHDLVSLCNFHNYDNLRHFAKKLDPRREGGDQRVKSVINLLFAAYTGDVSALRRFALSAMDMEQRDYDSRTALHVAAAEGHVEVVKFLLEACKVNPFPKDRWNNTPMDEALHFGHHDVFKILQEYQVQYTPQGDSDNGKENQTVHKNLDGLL
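Coupled fluorescence readout: glutamate oxidase/HRP/Amplex Red detect glutamate formed by hKGA from L-glutamine (1 mM solution added). Buffer 45 mM KH2PO4 pH 8.2, 0.02% Tween-20; reads at t0 and 30 min RT.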
The depositor's hits bear a star; [ ] = another dose, or the depositor's remark. % is set by controls: 0 for no effect and ±100 for the full control effect; potency is the fitted concentration of half-maximal effect. Some of the compounds tested, so the mix of outcomes need not match the whole.

SMILES	GLS inhibitor
COc1ccc([C@@H]2C[C@H]3[C@@H](CN2S(=O)(=O)c2ccccc2)C(=O)C[C@@H](c2ccc(OC)cc2)N3S(=O)(=O)c2ccccc2)cc1	-1%
C[C@H]1CN([C@@H](C)CO)C(=O)CCCn2nncc2CO[C@H]1CN(C)C(=O)Nc1cccc2ccccc12	12%
CCCS(=O)(=O)NC(=O)C1(C)CCCN(C(=O)c2cc3ccccc3s2)C1 (configuration not stated)	9%
CN(Cc1ccccc1)Cc1cc(=O)oc2ccccc12	-4%
O=C(Nc1ccccc1)c1cc(C2CCCN(C(=O)c3cccs3)C2)on1 (configuration not stated)	-12%
CCOC(=O)[C@]12CCC=C1N(CCC1=CCCCC1)C(=O)[C@H](CC(=O)N1CCN(C(=O)c3ccco3)CC1)C2	-16%
O=C1NC[C@H](CCCCN2C[C@H](Cc3ccccc3)N(CCc3ccc(O)cc3)C(=O)C2=O)N(CC2CCCCC2)C1=O	2%
CCc1nc2ccc(C(=O)Nc3ccc(OC)c(OC)c3)cn2c1N(CC)CCOC	11%
NC(c1csc(Nc2nccc(C(F)(F)F)n2)n1)C1CCCCC1 (configuration not stated)	1%
Cc1ccc2nc(CN(C)C(=O)[C@H]3O[C@@H](n4ccc(N)nc4=O)[C@H](O)[C@@H]3O)[nH]c2c1	2%
Cn1ccc2c(/C=C/c3ccc(F)cc3)cc3c(c21)C1CCC3O1 (configuration not stated)	6%
OC(c1ccccc1)c1ncc(-c2ccccc2F)[nH]1 (configuration not stated)	16%
CC1(C(=O)NS(=O)(=O)c2ccc(C#N)cc2)CCN1C(=O)c1cccc2ccccc12 (configuration not stated)	3%
O=C(NCCN1CCC(n2c(=O)[nH]c3ccccc32)CC1)c1cc(F)cc(F)c1	4%
Cc1nc2ccc(C(=O)NCCCN3CCCC3=O)cn2c1N(C)C(=O)CCc1ccccc1	2%
Clc1ccccc1-c1cccc2nccn12	-5%
CCOC(=O)C1=CCN(S(=O)(=O)c2cccc(Cl)c2)C1c1ccc(F)cc1 (configuration not stated)	0%
CCOC(=O)C1=C[C@@H](C(C)C)N(S(=O)(=O)c2ccc([N+](=O)[O-])cc2)[C@H]1c1ccccc1	10%
CC1(C(=O)Nc2ccc3c(c2)OCCO3)CCN1C(=O)Cc1cc(F)ccc1F (configuration not stated)	0%
O=C1c2ccccc2C(c2nnnn2-c2ccc3c(c2)OCCO3)N1CCc1ccc(O)cc1 (configuration not stated)	24%
O[C@@H](CNC[C@H](O)[C@H]1CCc2cc(F)ccc2O1)[C@@H]1CCc2cc(F)ccc2O1	-1%
Cc1nc2ccc(C(=O)N3CCC(O)(Cc4ccccc4)CC3)cn2c1N(C)C(=O)CCc1ccccc1	-1%
CN(C)c1ccc(N=NS(=O)(=O)O)cc1	19%[99.4 µM]
CC1(Cc2ccc(F)c(Cl)c2)C(=O)Nc2c(Cl)cccc21 (configuration not stated)	-16%
O=C1Nc2ccccc2C(=O)N2c3ccccc3NC(=O)C12 (configuration not stated)	7%
CC(C)NC(=O)Nc1nnc([C@@H]2C[C@H](O)[C@@H](CO)O2)s1	-11%
COc1ccc(Nc2nc(C)c(C(C)=O)s2)cc1	10%
COCCCn1cc(CN2CC(N3CCN(C4CCN(C)CC4)CC3)CS2(=O)=O)nn1 (configuration not stated)	-4%
C[N+](C)(CCOc1ccccc1)Cc1cccs1 (tested in a mixture with another compound)	-11%
COc1ccc(-c2ccc(C(=O)Nc3ccc4c(c3)OCO4)c3occc23)c(C)c1	-9%
CCOC(=O)[C@H](CCc1ccccc1)N[C@H]1CCCN2CCC[C@@H](C(=O)O)N2C1=O	0%
CC(C)c1ccc(NC(=O)C2Cc3c(-c4cccc(C(N)=O)c4)ccnc3O2)cc1 (configuration not stated)	3%
CC(=O)OCC(C)n1[nH]c2ccccc2c1=O (configuration not stated)	8%
O=C(NCc1ccc(F)cc1)Nc1nnc([C@@H]2C[C@H](O)[C@@H](CO)O2)s1	3%
COc1ccccc1-c1cnc(C(O)c2cc(C)ccc2C)[nH]1 (configuration not stated)	7%
CC(C)CC(N)c1csc(NC(=O)Nc2ccccc2-c2ccccc2)n1 (configuration not stated)	-6%
COc1cc(CN2C[C@@H](CO)O[C@@H](n3cnc4c(N(C)C(C)C)ncnc43)C2)cc(OC)c1OC	-8%
CC(=O)NC(c1cccc(F)c1)c1nc(-c2ccc3ccccc3c2)cs1 (configuration not stated)	-3%
CC1(C(=O)NS(=O)(=O)c2ccc(Cl)cc2)CCN1C(=O)Cc1ccccc1Cl (configuration not stated)	-1%
CC1(C(=O)Nc2ccc(F)c(Cl)c2)Cc2c(-c3ccc(C(N)=O)cc3)ccnc2O1 (configuration not stated)	4%
O=C1CCN(Cl)C(=O)N1Cl	-17%
COCCNC(=O)C1(C)CCCN(Cc2ccc(Oc3ccccc3)cc2)C1 (configuration not stated)	-9%
CN(C)c1ccc(CNC(=O)/C=C/[C@H]2O[C@@H](n3ccc(=O)[nH]c3=O)[C@H](O)[C@@H]2O)cc1	11%
CC1(C(=O)NS(=O)(=O)Cc2cccc(Cl)c2)CCN1C(=O)C1(c2ccc(Cl)cc2)CCC1 (configuration not stated)	36%[activator]
COc1ccc(C(NC(=O)C2CCN(CCOc3ccc(Cl)cc3)CC2)c2cccs2)cc1 (configuration not stated)	11%
O=S1(=O)CC(N2CC=CC2)CN1Cc1cn(Cc2ccc(Cl)cc2)nn1 (configuration not stated)	9%
CC(C)NC(=O)C1(C)CCN1Cc1ccc(-c2ccccc2)cc1 (configuration not stated)	0%
Cc1cccc(S(=O)(=O)NC(=O)C2(C)CCN2C(=O)Cc2cc(F)ccc2F)c1 (configuration not stated)	2%
O=C(NCc1ccccc1Cl)c1ccc2nc([C@@H]3O[C@H](CO)[C@H](O)[C@H](O)[C@H]3O)[nH]c2c1	7%
COc1ccccc1-c1cccc(-c2nc(C(=O)Nc3nccs3)cc3c2[C@H](CCO)N(C(C)=O)C3)c1	-9%

(more compounds)
SMILES	GLS inhibitor
COc1cccc(C(O)c2nc(-c3ccncc3)cs2)c1 (configuration not stated)	5%
CC1(c2nnnn2-c2ccc3c(c2)OCCO3)CCC(=O)N1CCOc1ccccc1 (configuration not stated)	-18%
OC(c1ccc(F)cc1)c1nc(-c2ccoc2)cs1 (configuration not stated)	5%
Cn1c(NCc2ccc3occc3c2)nc2cc(-c3ccc(F)cc3)sc2c1=O	2%
OC[C@H]1O[C@H](c2nc(-c3nc(-c4cccc(-n5cccc5)c4)no3)cs2)C[C@@H]1O	5%
CC(C)c1ccccc1NC(=O)Nc1nc(C(N)Cc2ccc(C(F)(F)F)cc2)cs1 (configuration not stated)	18%
Cn1c(=O)c2cc(NC(=S)NC3CC3)ccc2n1Cc1cccc(C(F)(F)F)c1	-5%
O=[N+]([O-])c1nccn1CCCCCCN1CCOCC1	2%
CN(Cc1ccccc1)C(c1ccnc2ccccc12)c1nnnn1-c1ccc2c(c1)OCCO2 (configuration not stated)	7%
COc1ccc(C(=O)N2CCCC(c3cc(C(=O)Nc4ccccc4)no3)C2)cc1 (configuration not stated)	6%
CC(C)S(=O)(=O)NC(=O)C1(C)CCN1C(=O)Cc1ccccc1Cl (configuration not stated)	-6%
CCc1ccccc1Oc1nc(NCCOC)nc2cc(-c3ccccc3)sc12	0%
COc1ccc(NC(=O)c2cc(-c3cc(F)ccc3OC(C)C)n[nH]2)cc1OC	6%
CCCCC(=O)N(C)c1c(CC)nc2c(OCCOc3ccc(F)cc3)cccn12	-1%
CCOC(=O)C1CCCN(C(=O)c2ccc3c(c2)C(C)(C)CCC3(C)C)CC1 (configuration not stated)	8%
Cc1ccccc1-c1csc(C(O)c2ccccc2)n1 (configuration not stated)	0%
Nc1nc2c(ncn2[C@@H]2O[C@H](CNS(=O)(=O)N3CCCC3)[C@@H](O)[C@H]2O)c(=O)[nH]1	-3%
CN(C)c1ccc(C(=O)N2CCC2(C)C(=O)O)cc1 (configuration not stated)	-6%
COc1ccc(-c2cc(C(=O)NCc3ccc(F)cc3)[nH]n2)c(C)c1	0%
COc1ccc(Cc2c(C(C)(C)C)nc3ccc(C)cn23)c(C)c1	24%

Rewritten in markdown: entries from further up
| SMILES | GLS inhibitor |
| --- | --- |
| Cn1c(=O)c2cc(NC(=S)NC3CC3)ccc2n1Cc1cccc(C(F)(F)F)c1 | -5% |
| O=[N+]([O-])c1nccn1CCCCCCN1CCOCC1 | 2% |
| CN(Cc1ccccc1)C(c1ccnc2ccccc12)c1nnnn1-c1ccc2c(c1)OCCO2 (configuration not stated) | 7% |
| COc1ccc(C(=O)N2CCCC(c3cc(C(=O)Nc4ccccc4)no3)C2)cc1 (configuration not stated) | 6% |
| CC(C)S(=O)(=O)NC(=O)C1(C)CCN1C(=O)Cc1ccccc1Cl (configuration not stated) | -6% |
| CCc1ccccc1Oc1nc(NCCOC)nc2cc(-c3ccccc3)sc12 | 0% |
| COc1ccc(NC(=O)c2cc(-c3cc(F)ccc3OC(C)C)n[nH]2)cc1OC | 6% |
| CCCCC(=O)N(C)c1c(CC)nc2c(OCCOc3ccc(F)cc3)cccn12 | -1% |
| CCOC(=O)C1CCCN(C(=O)c2ccc3c(c2)C(C)(C)CCC3(C)C)CC1 (configuration not stated) | 8% |
| Cc1ccccc1-c1csc(C(O)c2ccccc2)n1 (configuration not stated) | 0% |
| Nc1nc2c(ncn2[C@@H]2O[C@H](CNS(=O)(=O)N3CCCC3)[C@@H](O)[C@H]2O)c(=O)[nH]1 | -3% |
| CN(C)c1ccc(C(=O)N2CCC2(C)C(=O)O)cc1 (configuration not stated) | -6% |
| COc1ccc(-c2cc(C(=O)NCc3ccc(F)cc3)[nH]n2)c(C)c1 | 0% |
| COc1ccc(Cc2c(C(C)(C)C)nc3ccc(C)cn23)c(C)c1 | 24% |

Later entries
SMILES	GLS inhibitor
CCOC1=C2CN(S(=O)(=O)c3ccc(C)cc3)[C@H](c3cccc4ccccc34)C[C@H]2[C@H]2C(=O)N(c3ccccc3)C(=O)[C@H]2C1	15%
COC(=O)c1ccc2nc(-c3ccc(F)cc3)c(Cc3ccccc3C(F)(F)F)n2c1	9%
COc1ccc([C@@H]2CC(=O)[C@@H]3CN(S(=O)(=O)c4ccc(Cl)cc4)[C@H](c4ccc(C)cc4)C[C@@H]3N2S(=O)(=O)c2ccccc2)cc1	0%
COc1ccccc1C(=O)N1CCN(C(=O)[C@H]2O[C@@H](n3cnc4c(N)ncnc43)[C@H](O)[C@@H]2O)CC1	-16%
CC(C)NC(=O)c1ccc2sc([C@@H]3O[C@H](CO)[C@H](O)[C@H](O)[C@H]3O)nc2c1	-13%
Cc1cc(C(=O)N2CCCC2(C)C(=O)NCC(C)C)nn1C(C)(C)C (configuration not stated)	14%
O=C(/C=C/[C@H]1O[C@@H](n2ccc(=O)[nH]c2=O)[C@H](O)[C@@H]1O)NCc1cccc2ccccc12	-8%
CC1(Br)C(Sc2ccccc2[N+](=O)[O-])=Nc2ccccc21 (configuration not stated)	-3%
CC(=O)Nc1cccc(-c2ccnc3c2CC(C(=O)Nc2cccnc2)O3)c1 (configuration not stated)	0%
CCNC(=O)C1(C)CCCN(C(=O)c2ccc(F)c(C)c2)C1 (configuration not stated)	-2%
Cn1c(=O)c2c(-c3ccccc3)n(-c3ccccc3Br)cc2n(C)c1=O	2%
OC(c1cc(F)cc(Cl)c1)c1ncc(-c2ccccc2Cl)[nH]1 (configuration not stated)	-9%
COc1ccc(CNC(=O)Nc2nc(C(N)Cc3ccc(Cl)cc3)cs2)cc1 (configuration not stated)	-18%
COCCNC(=O)c1sc(=O)n(Cc2ccc(SC)cc2)c1C	-15%
COc1ccc(C(C)(O)c2nc(-c3ccccc3OC)cs2)cc1 (configuration not stated)	-6%
Cc1ccc(-c2cnc3cccnn23)cc1F	-2%
CC(=O)C(=Cc1cccc(C#N)c1)C(=O)c1ccccc1	11µM*
CC(=O)Nc1cc(-c2cccc(C(=O)NCCO)c2)cn2c(-c3ccc(F)c(Cl)c3)cnc12	-1%
COC(=O)c1cccc(CC2(C)C(=O)Nc3ccc(OC(F)(F)F)cc32)c1 (configuration not stated)	-19%
COC(=O)[C@]12CCCCC=C1N(Cc1ccco1)C(=O)[C@H](CC(=O)NCc1cccs1)C2	-5%
Cc1ccc(-c2nc3c(C)cc(Br)cn3c2Cc2ccccc2)cc1	3%
Cc1cccc(C)c1-n1nnnc1C(c1ccnc2ccccc12)N1CCOCC1 (configuration not stated)	2%
CCc1ccc(C(O)c2ncc(-c3cccc(F)c3)[nH]2)cc1 (configuration not stated)	0%
CCOC(=O)C1=NOC2(C1)C(=O)Nc1ccc(OC)cc12 (configuration not stated)	-7%
O=C1COc2ccccc2C(c2nc3ccccc3[nH]2)N1C1CC1 (configuration not stated)	-21%
COc1ccc(NC(=O)c2ccc(-c3c(C)noc3C)c3ccoc23)cc1	8%
O=C(NCc1ccccc1Cl)[C@H]1CCCN1C(=O)[C@H]1CCCN1C(=O)c1ccc(Cl)cc1	16%
CN(C)CCCOc1ccc(-c2ccc3nncn3c2)cn1	-2%
O=C(Nc1cccc(C(F)(F)F)c1)C1Cc2c(-c3ccccc3)ccnc2O1 (configuration not stated)	6%
COc1cccc(-c2oc3c(c2C#CCCO)C(O)CCC3)c1 (configuration not stated)	4%
COc1ccc([C@@H]2C[C@H]3[C@@H](CN2S(=O)(=O)c2ccccc2)C(=O)C[C@@H](c2cccc(Cl)c2)N3S(=O)(=O)c2ccc(C)cc2)cc1	5%
CCCN(CC1CC1)c1cc2c(c3c1ccn3C)C1CCC2O1 (configuration not stated)	24%
O=C(NCCc1cccs1)Nc1nnc([C@H]2C[C@H](O)[C@@H](CO)O2)s1	2%
O=C(Nc1cc(Br)ccc1F)c1nc[nH]c1C(=O)NCc1ccccc1	4%
CCC(CC)C(=O)N(C)c1c(C)nc2c(OCCOc3ccccc3)cccn12	-4%
